Screening results as filed in PubChem.
TDP1 inh: inhibitors of human tyrosyl-DNA phosphodiesterase TDP1; Q9NUW8; recombinant TDP1, AlphaScreen DNA substrate cleavage; Potency, µM (doses to about 130 µM), for inactives: at the highest dose activity change, negative = inhibition, actives largely listed as inhibitors; 350,000 tested, 0.28% active; AID 485290; also: nearly all actives have a fitted effect of over 40% in size
Target sequence (Q9NUW8 whole entry, looked up): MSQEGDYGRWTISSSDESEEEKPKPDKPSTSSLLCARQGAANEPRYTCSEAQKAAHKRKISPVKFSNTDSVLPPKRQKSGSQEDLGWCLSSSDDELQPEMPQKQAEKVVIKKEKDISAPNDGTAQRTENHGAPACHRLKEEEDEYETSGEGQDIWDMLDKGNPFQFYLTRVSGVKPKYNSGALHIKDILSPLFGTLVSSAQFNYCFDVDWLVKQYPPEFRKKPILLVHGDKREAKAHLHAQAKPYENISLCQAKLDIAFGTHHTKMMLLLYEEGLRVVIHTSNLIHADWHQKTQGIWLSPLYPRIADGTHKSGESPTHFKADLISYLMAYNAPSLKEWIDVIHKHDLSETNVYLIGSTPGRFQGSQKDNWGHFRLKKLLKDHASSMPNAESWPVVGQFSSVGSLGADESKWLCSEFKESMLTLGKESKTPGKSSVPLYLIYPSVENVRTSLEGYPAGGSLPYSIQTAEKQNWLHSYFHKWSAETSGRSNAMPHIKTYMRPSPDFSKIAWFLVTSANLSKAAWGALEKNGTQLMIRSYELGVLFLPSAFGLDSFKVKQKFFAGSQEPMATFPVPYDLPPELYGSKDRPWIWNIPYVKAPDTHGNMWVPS
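Compounds were preincubated with Tdp1 (1 nM final) for 15 min at room temperature before substrate (15 nM final) started a 5 min reaction; beads (10 ug/ml final) were then added for 10 min before AlphaScreen detection.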
DT40 TDP1 no CPT: qHTS for Inhibitors of human tyrosyl-DNA phosphodiesterase 1 (TDP1): qHTS in cells in absence of CPT; 420,000 tested, 15% active; AID 686978, 2013; DT40 Tdp1-/- hTDP1 cells, no CPT, ATP luminescence, 48 h; Potency, µM (series often up to 46.2 µM), inactives show top-dose activity change, negative = growth inhibition, hits mostly inhibitors; also: nearly all actives have a fitted effect of over 55% in size
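Chicken DT40 Tdp1-/- cells stably complemented with human TDP1 were seeded at 400 cells/well with DMSO in place of 20 nM camptothecin. After compound pinning, cells grew at least 48 hr at 37 °C; viability read by CellTiter-Glo luminescence.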
TDP1 cell CPT: growth inhibition of DT40 Tdp1-/-;hTDP1 cells with camptothecin (screen for TDP1 inhibitors); chicken DT40 Tdp1-/-;hTDP1 cells + 20 nM CPT, ATP luminescence, 48 h; Potency, µM (top dose mostly 46.2 µM), for the others: at the top dose activity change, negative = growth inhibition, usual class: inhibitors; 420,000 tested, 12% active; also: nearly all actives have a fitted effect of over 55% in size
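Chicken DT40 Tdp1-/- cells complemented with human TDP1, 400 cells/well, exposed to compounds plus 20 nM camptothecin for at least 48 h at 37 C; viability read as ATP content by CellTiter-Glo luminescence.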
* marks the source's active call; other numbers are inactive results; ? = inconclusive; nt = no result given; [ ] = remark or other dose. Calls follow the shape of the dose curve; as a rule, active = well fitted curve in the direction sought with a large enough effect; inconclusive = small, poorly fitted or top-dose-only effect, or another doubt; inactive = no such curve, though single readings can be large; an effect the other way counts as inactive or inconclusive. % is scaled to controls: 0 for no effect and ±100 for the full control effect; potency is read from the fitted curve at half-maximal effect.

molecule	TDP1 inh	DT40 TDP1 no CPT	TDP1 cell CPT
Cc1oc(-c2ccccc2)nc1C(=O)N1CCN(c2ccc(F)cc2)CC1	6%	?	?
Cc1ccc(S(=O)(=O)N2CCN(C(=O)COC(=O)CCOc3cc(C)ccc3C)CC2)cc1	4%[0.505 µM]	?	?
CC(OC(=O)c1nn(C)c(=O)c2ccccc12)C(=O)NCc1ccc2c(c1)OCO2 (configuration not stated)	4%	-18%	2%
Cn1nnnc1NCc1ccccc1F	nt	1%	7%
CCSc1ncc(C#N)c(=O)[nH]1	8%	-22%	4%
O=C(CN1C(=O)CCSc2ccc(S(=O)(=O)N3CCCC3)cc21)Nc1cccc(Cl)c1	9%	?	23µM*
CCN(CC)S(=O)(=O)c1ccc2c(c1)N(CC(=O)N1CCN(c3ccc(F)cc3)CC1)C(=O)CO2	nt	?	?
Cc1nonc1OCCNCCNc1ccccc1[N+](=O)[O-]	0%	-12%	-22%
CCCn1c(NCc2c[nH]c3ccccc23)nc2ccccc21	4%	?	?
C/C(=N/NC(=O)c1ccc(C)nc1)c1ccc2c(c1)CCCC2	1%	23µM*	15µM*
COc1cccc(NC(=O)CCN2CCN(CCO)CC2)c1	4%[2.28 µM]	-2%	-15%
CC(C)Oc1ccc(F)cc1-c1cc(C(=O)NCc2cccs2)[nH]n1	nt	?	?
CSc1ccc(CNCc2ccco2)cc1	nt	-24%	1%
COc1ccc(C(=O)COC(=O)c2c(C)noc2C)cc1Cl	-2%	-23%	-17%
Cc1cccc(COC[C@H](Cc2ccccc2)N2CCN(C(=O)c3cccc(Cl)c3)CCC2=O)c1	3%	?	?
CC1(C(=O)NS(C)(=O)=O)CCN1C(=O)CC(c1ccccc1)c1ccccc1 (configuration not stated)	nt	-1%	-17%
O=C(CNC(=O)c1ccccc1)OCc1nnc(-c2ccc(Cl)cc2)o1	0%	-3%	-9%
COc1ccc(CCN2CC(C(=O)NCc3nc4ccccc4n3C)CCC2=O)cc1 (configuration not stated)	-1%	-10%	-9%
O=C1CC(c2ccccc2)CC(O)=C1C=NCC1CCCO1 (configuration not stated)	7%	-7%	-18%
CCOC(=O)[C@H]1[C@H]2COc3ccc(C)cc3[C@@H]2N2C(=O)c3ccccc3NC(=O)[C@@]12C	0%	-10%	?
Cc1ccc(C(=O)NC(C)c2ccncc2)o1 (configuration not stated)	2%	17%	-4%
CC(C)(C)OC(=O)N1CCc2onc(-c3ccccc3[N+](=O)[O-])c2C1=O	nt	20%	11%
O=C(O)COc1ccccc1/C=C1\SC(=S)N(/N=C/c2ccccc2O)C1=O	?	-9%	-13%
COc1cccc2sc(N(Cc3cccnc3)C(=O)c3ccc(S(=O)(=O)N(C)C)cc3)nc12	3%	?	?
COc1cc(NC(=O)Cn2c(=O)n(-c3cccc(C)c3)c(=O)c3c(C)c(C)sc32)cc(OC)c1	-1%	-29%	21µM*
CCCC(c1nnnn1C(C)(C)C)N1CCN(Cc2ccccc2)CC1 (configuration not stated)	2%	?	-9%
Fc1ccccc1NC(=S)NC1CCCC1	1%	23µM*	?
Cc1nnsc1C(=O)Nc1ccc(Cl)cc1Cl	2%	-3%	-3%
O=[N+]([O-])c1cccnc1Sc1ccc(Cl)cc1	nt	7%	11%
CCCCN1C(=O)C(CC(=O)NC2CCCC2)CC(C(=O)N2CCCCCC2)=C1C (configuration not stated)	nt	-18%	-5%
CC(C)CC1CCCCC1OC(=O)C[N+]1(C)CCCCC1 (configuration not stated)	1%	10µM*	?
O=P(Cc1cc(Br)cc(Br)c1OCCO)(c1ccccc1)c1ccccc1	nt	?	?
CCCCN(C(=O)CCC(=O)Nc1cc(C)on1)C(C(=O)NC1CCCC1)c1ccc(OCC)cc1 (configuration not stated)	6%[0.0935 µM]	16µM*	?
CC(C)NC(=O)NC(=O)COC(=O)CCOc1ccccc1	2%	-4%	1%
O=C(CSc1nnnn1-c1ccc(O)cc1)c1cc2ccccc2o1	5%	?	13µM*
O=C(C1=C[C@@H](c2coc3ccccc3c2=O)C[C@@H](OCc2ccc(CO)cc2)O1)N1CCOCC1	5%	-8%	-20%
O=C(N/N=C/C=C/c1ccccc1[N+](=O)[O-])c1cc(-c2ccccc2)n[nH]1	-3%	15µM*	16µM*
CN(Cc1ccccc1)C(=O)c1nc2ccccn2c1CN1CCc2sccc2C1	nt	?	-22%
CCc1cc(=O)oc2cc(OCC(=O)N3CC[C@@]4(O)CCCC[C@H]4C3)ccc12	nt	-12%	-2%
CCOC(=O)Cc1nnc(NC(=O)CCc2ccccc2)s1	nt	-1%	3%
COc1ccc(-c2csc(NC(=S)NC(=O)c3ccco3)n2)cc1	2%	3%	-5%
CN(Cc1c(F)cccc1Cl)S(=O)(=O)c1cccs1	nt	-16%	-4%
COc1ccc(/C=N\NC(=O)c2cccc(Br)c2)c(OC)c1	6%	2%	23%
O=C(N/N=C/c1cccc(Oc2ccccc2)c1)c1cc[n+]([O-])cc1	3%	?	0%
CCCOc1ccc(/C=N/NC(=O)C2CC2)c(OCCC)c1	3%	-20%	-3%
COc1ccc(CC(C)N2CCN(Cc3ccccc3)CC2)c(OC)c1 (configuration not stated)	3%	?	?
COc1cc(/C=N\Nc2ccc([N+](=O)[O-])cc2)ccc1OCC(=O)Nc1ccc(C)c(C)c1	8%	18µM*	?
O=C(Nc1ccccc1)C1CC=CCC1C(=O)OCC1CCCO1 (configuration not stated)	0%	5%	-5%
CCOC(=O)C1CCCN(C(=O)c2ccc(S(=O)(=O)Nc3ccccc3OC)cc2)C1 (configuration not stated)	1%	?	?
CCOc1ncccc1C(=O)OCC(=O)Nc1cccc(C(C)=O)c1	4%	5%	7%
COC(=O)[C@@H](NCc1ccc(OC)c(B(O)O)c1)C(C)C	nt	-11%	4%
Cc1cc(C(=O)Nc2cc(S(C)(=O)=O)ccc2Cl)c(C)o1	-6%	-1%	24%
O=C(COC(=O)c1nc(Cl)ccc1Cl)NCc1ccc(Cl)cc1	-1%[56.1 µM]	?	2%
CCn1nnnc1NCc1ccc(OCc2c(F)cccc2Cl)c(OC)c1	-8%	-24%	?
CC(=O)Nc1ccc(S(=O)(=O)N2CCN(c3nc4ccccc4n3CC(C)C)CC2)cc1	nt	?	-15%
CC(=O)Nc1sc(C)c(C)c1C(=O)OCC(=O)Nc1ccccc1	-1%	-17%	?

Following part:
molecule	TDP1 inh	DT40 TDP1 no CPT	TDP1 cell CPT
COc1ccc(-c2ccnc3nc(Sc4ncc(C(F)(F)F)cc4Cl)nn23)cc1	-1%	-15%	-23%
Cc1ccc(S(=O)(=O)N2CCN(C(=O)C3CCCO3)CC2)cc1C (configuration not stated)	3%	?	6%
Cc1cc(=O)oc2c(C)c(OCC(=O)NC3CCN(Cc4ccccc4)CC3)ccc12	2%	?	?
O=C(CN1CCN(S(=O)(=O)c2ccc(Cl)cc2)CC1)NC(=O)NC1CCCCC1	6%	?	-25%
Cc1ccc(C(=O)NC2CCN(CC(=O)Nc3c(C)cc(C)cc3C)CC2)cc1	nt	-12%	-22%
O=C(O)c1cc2ncc(CCO)cn2n1	-1%	-8%	0%
COC(=O)c1ccc(S(=O)(=O)c2ccc([N+](=O)[O-])cc2)cc1	nt	-28%	?
CC(=O)OCC(=O)C12OC(C)(C)OC1CC1C3CC=C4CC(O)CCC4(C)C3CCC12C (configuration not stated)	nt	?	?

Profiles as entered above. Screens in order: TDP1 inh	DT40 TDP1 no CPT	TDP1 cell CPT
CC(=O)OCC(=O)C12OC(C)(C)OC1CC1C3CC=C4CC(O)CCC4(C)C3CCC12C (configuration not stated) is entered as nt	?	?
COC(=O)c1ccc(S(=O)(=O)c2ccc([N+](=O)[O-])cc2)cc1 is entered as nt	-28%	?
O=C(CN1CCN(S(=O)(=O)c2ccc(Cl)cc2)CC1)NC(=O)NC1CCCCC1 is entered as 6%	?	-25%
Cc1ccc(C(=O)NC2CCN(CC(=O)Nc3c(C)cc(C)cc3C)CC2)cc1 is entered as nt	-12%	-22%
Cc1ccc(S(=O)(=O)N2CCN(C(=O)C3CCCO3)CC2)cc1C (configuration not stated) is entered as 3%	?	6%

Next entries:
molecule	TDP1 inh	DT40 TDP1 no CPT	TDP1 cell CPT
O=C(Nc1ccc(-c2nc3cc(NC(=O)c4ccc(Cl)cc4)ccc3o2)cc1)c1ccc(Cl)cc1	-1%	4.1µM*	0%
O=C(CCN1CCOCC1)N/N=C/c1cc(Br)cc(Br)c1O	2%	18µM*	6.5µM*
Cc1cc(C)nc(NC(=O)COc2cc(Cl)cc(Cl)c2)n1	0%	7%	-7%
CCOC(=O)c1c(NC(=O)COC(=O)c2nc(Cl)ccc2Cl)sc(C(=O)NC)c1C	-9%	-27%	-5%
COc1ccc(OC)c(NC(=O)COC(=O)CCc2ccc(S(=O)(=O)N3CCOCC3)cc2)c1	3%	-1%	1%
COc1ccccc1Oc1nnnn1-c1ccc(C(N)=O)cc1	3%	-4%	-11%
O=C(COc1ccccc1F)Nc1ccc2c(c1)OCCO2	-2%[0.0935 µM]	-13%	4%
COc1cccc(-c2ccc3ncnc(N(C)C)c3c2)c1	nt	?	21µM*
CC(C)CC(=O)Nc1ccc(C(=O)COC(=O)Cc2n[nH]c(=O)c3ccccc23)cc1	-5%	16%	-1%
O=C(COC(=O)C1CC1)Nc1ccc(Cl)cc1Cl	-3%	1%	-3%
Cn1c(=O)c2c(nc(SCC(=O)N3CCCCCC3)n2C)n(C)c1=O	4%	-5%	2%
CSc1nc(-c2ccco2)nn1C(=O)CCc1ccccc1	6%	-2%	-18%
COCC(=O)N1CCC2(CC1)CN(C(=O)Nc1ccccc1)C2	nt	-4%	15%
CCOC(CNC(=O)C(=O)NCC(c1ccco1)N1CCN(c2ccc(OC)cc2)CC1)OCC (configuration not stated)	2%	11%	-12%
CC(Oc1ccc(Cl)cc1Cl)C(=O)Nc1ccc(N2CCN(C)CC2)cc1 (configuration not stated)	2%	18µM*	?
CC(C)(C(=O)N1CCC1(C)C(=O)NS(=O)(=O)c1ccc(Cl)s1)c1ccccc1 (configuration not stated)	nt	-29%	-22%
COc1ccc(S(=O)(=O)/C(C#N)=C/Nc2cccc(OC)c2)cc1	nt	2%	?
CCc1ccc(S(=O)(=O)n2c(C)nc3ccccc32)cc1	6%	4%	1%
Nc1cccc2c1C(=O)N(C(=O)/C=C/c1cccc(Br)c1)C2=O	6%	23µM*	10µM*
O=C(NCc1ccco1)c1cc(-c2cccs2)on1	-2%	14µM*	8.9µM*
O=C1NC(CC(=O)N2CCC(n3c(C4CCC4)nc4cccnc43)CC2)c2ccccc21 (configuration not stated)	nt	-2%	-6%[9.04 µM]
O=C(COc1ccc(S(=O)(=O)Nc2ccccc2)cc1)N1CCOCC1	3%	-26%	-15%
O=C(c1ccc(S(=O)(=O)N2CCCCC2)cc1)N(c1ccccn1)C1CCCCC1	4%	?	23µM*
Cc1ccc(Cn2c(C(=O)O)c(CNC3CCCCCC3)c3ccc(C)cc32)cc1	-5%	-18%	4%
CCOc1ccc(CN(C)C(=O)CNC(=O)c2cc(OC)c(OC)c(OC)c2)cc1	nt	-18%	1%
COc1ccc([C@H](C)NC[C@H](O)c2ccc(O)c(NC=O)c2)cc1	-1%	-20%	-21%
COc1ccccc1C(=O)NNC(=O)Cc1ccccc1	0%[0.0935 µM]	-6%	-5%
CCCCC1OC23CCCCC2C(C#N)(C(=N)O3)C1(C#N)C#N (configuration not stated)	2%	7.3µM*	7.3µM*
O=C(NCCOc1ccccc1)c1ccccc1	4%	0%	1%
CO/N=C(/CS(=O)Cc1ccccc1Cl)c1ccc(Cl)cc1Cl (configuration not stated)	3%	?	?
COc1ccc(-c2nc3ccc(NC(=O)COC(C)=O)cc3c(=O)n2Cc2ccccc2)cc1COc1ccc(NC(C)=O)cc1	?	11µM*	?
CN1CCN(c2ccc(CNC(=O)C3(C)Cc4c(-c5ccc(C(N)=O)cc5)ccnc4O3)cc2)CC1 (configuration not stated)	nt	-16%	-17%
